Screening data deposited in PubChem BioAssay by National Center for Advancing Translational Sciences (NCATS).
LDHA inh – LDHA (human) enzyme inhibition. 0.15% of 480,000 active. P00338. purified LDHA, NADH/diaphorase-resazurin fluorescence; active compounds read low. activity change, % (values are at about 110 or 230 µM); in the data active = activity change below about -30%; inconclusive = mostly about -25% to -30%;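 note: plate controls were DMSO wells for no effect and wells without enzyme for full effect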
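Enzyme activity of human lactate dehydrogenase 5 (2 nM; 0.06 mM NADH, 0.2 mM pyruvate, 5 min, RT) is measured via a resazurin/diaphorase fluorescence readout of residual NADH.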
* marks the source's active call; other numbers are inactive results.

`Cc1oc(-c2ccccc2)nc1CC(=O)NCC(C)(C)N1CCOCC1` gave LDHA inh 13.
Screening O=C(CC1CC2CCC1C2)NC12CC3CC(CC(C3)C1)C2 (stereo not drawn) returned LDHA inh 4.
For N#C/C(=C/c1ccccc1OC(F)F)c1nc2ccccc2s1 the results were LDHA inh 2.
For O=C(OCC#CCSc1nnc(-c2cccc3ccccc23)o1)c1ccccc1F the results were LDHA inh 0.
`Cc1ccc(CCC(=O)Nc2cccc3cccnc23)cc1` gave LDHA inh 1.
`CC(C)CC(NC(=O)Cc1c[nH]c2ccccc12)C(=O)N(C)C` (stereo not drawn) gave LDHA inh 4.
For CCCSc1ncc(Cl)c(C(=O)Nc2ccc(S(=O)(=O)N3CCCCC3CC)cc2)n1 (stereo not drawn) the results were LDHA inh 0.
Screening CC(Sc1nnc(C2CC2)n1C)C(=O)Nc1ccnn1C(C)C (stereo not drawn) returned LDHA inh -3.
For Cc1nc2cc(NC(=O)COc3ccc(C(C)C)c(C)c3)ccc2o1 the results were LDHA inh inconclusive.
Screening Cc1cccc(C(=O)NC(C)C(=O)OC(C)C(N)=O)c1 (stereo not drawn) returned LDHA inh 0.
Cc1nc2ccc(C(=O)NC(C)c3ccccc3)cc2nc1C (stereo not drawn) was read as LDHA inh -22.
For Cc1c(-c2ccc(Cl)cc2)nc2ccccc2c1C(=O)NC1CCCCCCC1 the results were LDHA inh 0.
CCOc1ccc(CC(=O)NNC(=S)NCCOC)cc1OCC was read as LDHA inh 0.
For O=C1COc2ccc(C(=O)COC(=O)c3cc(Cl)ccc3Cl)cc2N1 the results were LDHA inh 1.
For O=C(CSc1nc2ccccc2c(=O)n1CC1CCCO1)Nc1cccc(C(F)(F)F)c1 (stereo not drawn) the results were LDHA inh -4.
CCOC(=O)COc1ccc2c(=O)c(-c3ccc4c(c3)OCCO4)c(C(=O)OCC)oc2c1 was read as LDHA inh 0.
Screening O=C(CC1CCCC1)OCC(=O)c1ccc(Cl)cc1Cl returned LDHA inh 3.
COC(=O)c1ccc(CNCc2ccco2)o1 was read as LDHA inh 4.
Screening Cc1cc(C)c(/C=C/C(=O)c2cc3ccccc3o2)c(C)c1 returned LDHA inh 7.
For COC(=O)NC(c1ccccc1)c1ccccc1 the results were LDHA inh -2.
Screening COCc1ccc(CNC(=O)Cc2cccs2)cc1 returned LDHA inh 9.
`Cn1cnc2c1c(=O)n(CC(=O)N(CCc1cccs1)Cc1cccs1)c(=O)n2C` gave LDHA inh 7.
Screening Cc1cccc(C)c1NC(=O)C1(C)CN(S(C)(=O)=O)CC(=O)N1Cc1cccs1 (stereo not drawn) returned LDHA inh 3.
Screening O=C(C(=O)N1CCN(C(=O)c2ccco2)CC1)c1cc2ccccc2o1 returned LDHA inh 1.
For Cc1nc(-c2ccc(S(=O)(=O)Nc3ccc(C(C)C)cc3)cc2)co1 the results were LDHA inh 2.
For CCCSc1nc2c(c(=O)n(C)c(=O)n2C)n1C/C=C/c1ccccc1 the results were LDHA inh -17.
`CC1CCN(S(=O)(=O)N2CCC(C(=O)c3ccc4c(c3)OCCO4)CC2)CC1` gave LDHA inh 13.
`O=C(NCCc1ccccc1)c1nc(-c2cccc3[nH]ccc23)no1` gave LDHA inh 0.
Screening CCOC(=O)c1sc(Nc2cccc(C)c2)nc1C(F)(F)F returned LDHA inh 7.
Screening O=C(c1cc(=O)c2ccccc2o1)N1CCN(C(c2ccccc2)c2ccccc2)CC1 returned LDHA inh -1.
`O=C(O)CN1C2=C(C(=O)CCC2)C(c2ccc(Cl)cc2)C2=C1CCCC2=O` gave LDHA inh -11.
Screening O=C(COc1ccc2ccc(=O)oc2c1)NC(=O)NC12CC3CC(CC(C3)C1)C2 returned LDHA inh -7.
Screening COc1ccc(CN(C(=O)c2cc(=O)c3cc(Cl)ccc3o2)C2CCS(=O)(=O)C2)cc1 (stereo not drawn) returned LDHA inh -4.
Screening COc1cccc(-c2nc(SCc3cc(=O)n4c5c(sc4n3)CCCC5)n[nH]2)c1 returned LDHA inh inconclusive.
For CN(C(=O)CCc1ncc(-c2ccc(Cl)cc2)o1)C1C2CC3CC(C2)CC1C3 (stereo not drawn) the results were LDHA inh -13.
For CCN1CCN(c2oc(-c3ccc(S(=O)(=O)N(CC)CC)cc3)nc2C#N)CC1 the results were LDHA inh 0.
CSc1ccc(/C=C2\N=C(c3ccccc3)OC2=O)cc1 was read as LDHA inh 5.
`CS(=O)(=O)N(CC(=O)Nc1ccc2c(c1)OCO2)c1cccc(Cl)c1Cl` gave LDHA inh 13.
For O=C(c1c[nH]c2ccccc12)C(Sc1cc(Cl)ccc1Cl)c1ccccc1 (stereo not drawn) the results were LDHA inh 1.
`COc1ccccc1C1C=C(C(=O)O)Nc2c(C(=O)Nc3ccc(C)cc3)cnn21` (stereo not drawn) gave LDHA inh 5.
O=C(NCc1ccccc1)C(c1ccccc1)n1c(=O)c(-c2cc3ccccc3[nH]2)nc2ccccc21 (stereo not drawn) was read as LDHA inh -4.
Screening O=C(NC1CCCCNC1=O)c1cc(Cl)c2c(c1)OCCCO2 (stereo not drawn) returned LDHA inh -5.
O=S(=O)(NC1CCN(S(=O)(=O)c2cc(C(F)(F)F)ccc2Cl)CC1)c1cccs1 was read as LDHA inh -3.
Screening O=C(COC(=O)c1cc(-c2ccc(F)cc2)nc2ccccc12)NC1CC1 returned LDHA inh -6.
For CCSc1nc2c(c(=O)[nH]1)C(C(=O)Nc1cccc(Cl)c1)CC(=O)N2 (stereo not drawn) the results were LDHA inh 9.
`CCOC(=O)c1cnc2c(C)cccc2c1Nc1ccc(O)cc1` gave LDHA inh 14.
For COc1ccc(-c2csc(N)c2C#N)cc1 the results were LDHA inh 29.
`CC(=O)c1c(C)[nH]c(C(=O)C(C)Sc2ccc(C(F)(F)F)cn2)c1C` (stereo not drawn) gave LDHA inh 12.
`O=S(=O)(CCSc1nnnn1C1CCCC1)c1cc(Cl)ccc1Cl` gave LDHA inh 6.
Screening CC(C)(C)NC(=O)c1ccc(NC(=O)c2cc(=O)[nH]c3ccccc23)cc1 returned LDHA inh 2.
Screening Cc1ccc(CNCc2ccc(-c3ccc(C(C)O)cc3)o2)cc1 (stereo not drawn) returned LDHA inh -12.
For CC(NC(=O)CCNC(=O)C(C)(C)C)C(=O)NC1CCCC1 (stereo not drawn) the results were LDHA inh -14.
For CCCCCCNC(=O)Cc1cccc2ccccc12 the results were LDHA inh 9.
`CC1(c2nnnn2-c2ccc3c(c2)OCCO3)CCC(=O)N1Cc1ccc(F)cc1` (stereo not drawn) gave LDHA inh 0.
`C=Cc1ccc(CN2C(=O)N(c3ccc(OCC)cc3)S(=O)(=O)c3ccccc32)cc1` gave LDHA inh 4.
Screening CCOC(=O)[C@]12CCCC=C1N(Cc1ccc(Cl)cc1Cl)C(=O)[C@H](CC(=O)NCC13CC4CC(CC(C4)C1)C3)C2 returned LDHA inh 1.
For Cc1ccc(C(=O)C(OC(=O)c2ccco2)c2ccccc2)cc1C (stereo not drawn) the results were LDHA inh -1.
CCOC(=O)[C@]12CCCC=C1N(Cc1cccc3ccccc13)C(=O)[C@H](CC(=O)NCC1CCCCC1)C2 was read as LDHA inh 3.
Screening CNC(=O)C1CCN(Cc2ncc(-c3ccccc3)o2)CC1 returned LDHA inh 1.
`C/C(=N\O)c1ccc(OCCOc2ccc(/C(C)=N/O)cc2)cc1` gave LDHA inh 7.
Screening COc1ccc(NC(=O)N2CCC(NS(=O)(=O)c3ccccc3F)CC2)cc1 returned LDHA inh 1.
For CCCN1CNc2c(c(=O)[nH]c(=S)n2CCc2cccc(C)c2)C1 the results were LDHA inh 3.
`Cc1ccc(NC(=O)N2CCN(C3=Nc4ccccc4Oc4ccccc43)CC2)c(Cl)c1` gave LDHA inh 4.
For Cc1ccc(C(=O)C(C)OC(=O)C2CC3CCCC(C2)C3=O)cc1C (stereo not drawn) the results were LDHA inh -1.
CC(Oc1ccc(Cl)cc1)C(=O)NN (stereo not drawn) was read as LDHA inh 4.
For CCOP(=O)(OCC)c1nc(Cc2ccc(Cl)cc2)oc1NCc1ccco1 the results were LDHA inh -12.
`CNC(=O)c1ccc(NC(=O)CN2CCc3cc(OC)c(OC)cc3C2c2ccccc2)cc1` (stereo not drawn) gave LDHA inh 14.
`CCCNC(=O)CNC(=O)c1cc2ccc(OC)cc2nc1C` gave LDHA inh 0.
`Cc1oc(-c2nc(C#N)c(NCc3ccccc3)o2)cc1S(=O)(=O)N1CCCC1` gave LDHA inh -11.
For Cc1ccc(-c2cnc(SCC(=O)Nc3ccccc3)o2)cc1C the results were LDHA inh -13.
For Cc1cccc(NC(NC(=O)c2ccccc2C)C(Cl)(Cl)Cl)c1 (stereo not drawn) the results were LDHA inh -7.
For CC1CCCC(NC(=O)c2ccc(C#N)cc2)C1C (stereo not drawn) the results were LDHA inh -1.
For CCOC(=O)c1nc(NC(C)c2ccccc2)c2ccccc2n1 (stereo not drawn) the results were LDHA inh -2.
CNc1c(NC(=O)c2cccc(Cl)c2)c(=O)oc2ccccc12 was read as LDHA inh 11.
For COc1ccc(C(=O)c2sc(Nc3ccccc3OC)nc2N)cc1 the results were LDHA inh 10.
For CCc1ccccc1NC(=O)CSc1nc2cc(C(F)(F)F)ccc2s1 the results were LDHA inh -4.
`Cc1ccc(C)c(C(=O)NC(C)C2CC3CCC2C3)c1` (stereo not drawn) gave LDHA inh 3.
For Cc1ccc(NS(=O)(=O)c2cc(C)c(C(=O)O)s2)cc1C the results were LDHA inh -2.
For Cc1ccc(S(=O)(=O)N2CCOCC2)cc1NC(=O)CSc1nc2ccc(Cl)cc2[nH]1 the results were LDHA inh 21.
`COC(CNC(=O)c1ccc(COc2cccc3c2OC(C)(C)C3)cc1)OC` gave LDHA inh -1.
`COC(=O)Oc1ccc2c(=O)c(Oc3cccc(C)c3)coc2c1` gave LDHA inh 0.
`CC1CCN(C(C)C(=O)Nc2cccc(C#N)c2)CC1` (stereo not drawn) gave LDHA inh -3.
For CCC(NC(=O)C1CC1)C12CC3CC(CC(C3)C1)C2 (stereo not drawn) the results were LDHA inh 5.
`Cc1n[nH]c(=O)c2c(NC(=O)CSc3nnc(C4CC4)n3Cc3ccccc3)oc(C)c12` gave LDHA inh 6.
For O=C(CS(=O)(=O)Cc1ccc(C(F)(F)F)cc1)Nc1ccc(F)cc1F the results were LDHA inh -4.
Screening Cc1ccc(N=C/C(C(=O)C(F)(F)F)=C(\O)c2cccs2)cc1C returned LDHA inh 6.
`O=C(Nc1ccc(F)cc1)C1CCCN1c1ncnc2ccccc12` (stereo not drawn) gave LDHA inh -2.
Screening S=C(Nc1ccc(Cl)cc1Cl)NC1CC1 returned LDHA inh -6.
`CC(C)(C)C(=O)/C=c1/[nH]c(=O)/c(=C/c2ccc(F)cc2F)s1` gave LDHA inh 2.
For Cc1sc(-c2nc(-c3cccc(Cl)c3)no2)cc1S(=O)(=O)N1CCC2(CC1)OCCO2 the results were LDHA inh 5.
`COc1ccc(OC)c(C2=NS(=O)(=O)N(C)C(C(=O)N3CCN(C)CC3)=C2)c1` gave LDHA inh -5.
c1ccc(-c2csc(=NC3CCCCC3)n2N=C2CCCC2)cc1 was read as LDHA inh 0.
`Cc1ccc2cccc(NC(=O)COc3ccc(C(C)(C)C)cc3)c2n1` gave LDHA inh 4.
Screening CCOc1ccc(Oc2ccc(Cl)cc2NC(=O)Cn2c(=O)c3c(ncn3C)n(C)c2=O)cc1 returned LDHA inh 0.
Cc1c(C(=O)OCCOc2ccc(Cl)cc2Cl)sc(=S)n1C was read as LDHA inh 7.
CC(=O)Nc1ccc(NC(=O)NC(C)c2cccc(Cl)c2)cc1 (stereo not drawn) was read as LDHA inh 0.
`COc1ccc(CNC(=O)c2cccc(OCc3ccccc3)c2)cc1` gave LDHA inh 7.
For O=C(CCc1nc2ccccc2s1)NC1CCCCCCC1 the results were LDHA inh 5.
Screening Cc1cc(C)c(O)c(-c2n[nH]c3c2C(c2ccccc2F)N(CCCO)C3=O)c1 (stereo not drawn) returned LDHA inh -3.
`COCC(=O)N1CCN(Cc2nc(-c3cccs3)oc2C)CC1` gave LDHA inh -14.
Screening Cc1ccc2c(Cl)cc(Cl)c(OCC(=O)NC(=O)NC(C)(C)C)c2n1 returned LDHA inh 3.
CCCOc1ccc(NC(=O)c2ccccc2Cl)c2cccnc12 was read as LDHA inh 6.
Screening NNc1ccc(S(=O)(=O)Nc2ccc(Cl)cc2)cc1[N+](=O)[O-] returned LDHA inh 8.
Screening Cc1cc(Br)cc2c(C(=O)NC3CCCCC3)cc(-c3ccccc3)nc12 returned LDHA inh -9.

Grouped by structure, the compounds so far with an NH in an aromatic ring.
`CC(C)CC(NC(=O)Cc1c[nH]c2ccccc12)C(=O)N(C)C` (stereo not drawn) gave LDHA inh 4.
`O=C(NCCc1ccccc1)c1nc(-c2cccc3[nH]ccc23)no1` gave LDHA inh 0.
Screening COc1cccc(-c2nc(SCc3cc(=O)n4c5c(sc4n3)CCCC5)n[nH]2)c1 returned LDHA inh inconclusive.
For O=C(c1c[nH]c2ccccc12)C(Sc1cc(Cl)ccc1Cl)c1ccccc1 (stereo not drawn) the results were LDHA inh 1.
O=C(NCc1ccccc1)C(c1ccccc1)n1c(=O)c(-c2cc3ccccc3[nH]2)nc2ccccc21 (stereo not drawn) was read as LDHA inh -4.
For CCSc1nc2c(c(=O)[nH]1)C(C(=O)Nc1cccc(Cl)c1)CC(=O)N2 (stereo not drawn) the results were LDHA inh 9.
`CC(=O)c1c(C)[nH]c(C(=O)C(C)Sc2ccc(C(F)(F)F)cn2)c1C` (stereo not drawn) gave LDHA inh 12.
Screening CC(C)(C)NC(=O)c1ccc(NC(=O)c2cc(=O)[nH]c3ccccc23)cc1 returned LDHA inh 2.
For CCCN1CNc2c(c(=O)[nH]c(=S)n2CCc2cccc(C)c2)C1 the results were LDHA inh 3.
For Cc1ccc(S(=O)(=O)N2CCOCC2)cc1NC(=O)CSc1nc2ccc(Cl)cc2[nH]1 the results were LDHA inh 21.
`Cc1n[nH]c(=O)c2c(NC(=O)CSc3nnc(C4CC4)n3Cc3ccccc3)oc(C)c12` gave LDHA inh 6.
`CC(C)(C)C(=O)/C=c1/[nH]c(=O)/c(=C/c2ccc(F)cc2F)s1` gave LDHA inh 2.
Screening Cc1cc(C)c(O)c(-c2n[nH]c3c2C(c2ccccc2F)N(CCCO)C3=O)c1 (stereo not drawn) returned LDHA inh -3.

Not all compounds are listed; the hit share may differ from the screen's.
